Compound activity: PubChem, The Scripps Research Institute Molecular Screening Center
OX1R antag-1 – human HCRTR1 antagonism; O43613; CHO/OX1R cells, Fluo-8 calcium fluorescence, orexin A; inhibition, % at 5 µM; hit rate 0.43% among 330,000; AID 434989;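 active = inhibition above its plate's threshold, mean inhibition of all tested compounds on the plate plus 3 SD, cut at about 37% in these data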;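 note: 0% = orexin A challenge wells and 100% = SB-334867-A antagonist wells; not every result past the cut was called active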
Target sequence (O43613 whole entry, looked up): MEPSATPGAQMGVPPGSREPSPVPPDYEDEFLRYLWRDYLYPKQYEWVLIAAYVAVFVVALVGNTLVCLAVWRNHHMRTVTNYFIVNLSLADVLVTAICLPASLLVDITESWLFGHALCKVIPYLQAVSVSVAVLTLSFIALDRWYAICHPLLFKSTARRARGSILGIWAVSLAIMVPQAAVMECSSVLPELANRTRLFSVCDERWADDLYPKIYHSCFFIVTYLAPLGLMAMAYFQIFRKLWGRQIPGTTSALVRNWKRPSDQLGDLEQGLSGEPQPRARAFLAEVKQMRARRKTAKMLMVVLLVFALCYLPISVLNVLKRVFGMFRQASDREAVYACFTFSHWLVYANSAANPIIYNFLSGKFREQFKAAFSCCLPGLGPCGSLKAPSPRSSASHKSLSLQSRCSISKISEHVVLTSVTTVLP
OX1R antag-2 – antagonists of human orexin 1 receptor (OX1R); O43613; OX1R-expressing cells, FRET antagonist read-out; inhibition, % at 6.6 µM; hit rate 1.8% among 330,000; AID 485270; in the data active = inhibition mostly above about 38%, no sharp cut-off; inactive = mostly below about 40%;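 note: 0% = agonist challenge alone and 100% = reference antagonist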
The depositor's hits bear a star; & = joins results of further samples.

SMILES	OX1R antag-1	OX1R antag-2
COC(=O)C1=C(C)N2C(=O)CSC2=NC1c1ccc2c(c1)OCO2 (centres undefined)	-17	10
COC(=O)c1c(C(=O)OC)c(-c2ccc(C(C)(C)C)cc2)n2c1CS(=O)C2 (centres undefined)	-10	22
COc1ccc(CCN(C(=O)C(F)(F)F)C(C(=O)NC2CCCCC2)c2ccc(C)s2)cc1 (centres undefined)	-13	4
O=C(CCCN1C(=O)c2ccccc2C1=O)NCCCn1ccnc1	-1	8
COc1cccc(C2CC(c3ccc(C(C)C)cc3)n3nc(N)nc3N2)c1 (centres undefined)	-8	15
CCc1ccccc1NC(=S)N(CCN(C)C)Cc1cccs1	-6	16
O=C(Nc1ccc(Cl)c(Cl)c1)OCc1cnc(Cl)s1	-5	58
N=c1nc(N)nc2n1NC(c1ccc(F)cc1)=CS2	-27	22
CC(=O)Nc1ccc(S(=O)(=O)NC2=NCN(CCOC(=O)c3ccccc3)CN2)cc1	-18	14
Cc1ccc(S(=O)(=O)N2CCOC23CCN(C(=O)c2cc(Cl)ccc2Cl)CC3)cc1	-32	25
Cc1cccc(Nc2nnc(SC/C(O)=C(\C#N)c3nc4ccccc4[nH]3)s2)c1C	-37	22
CCOC(=O)c1c(C)[nH]c(C(=O)C(C)OC(=O)c2oc3ccccc3c2COC)c1C (centres undefined)	-22	23
Cc1oc2c(CN3CCCCC3C)c(O)ccc2c(=O)c1-c1ccccc1 (centres undefined)	-29	-3
O=C(Nc1cccc([N+](=O)[O-])c1)Nc1ccc(Cl)cn1	-28	7
Nc1ccc(Sc2ccccc2Cl)nc1	-19	0
O=C(COC(=O)c1ccccc1S(=O)(=O)N1CCCCC1)NCC(F)(F)F	-14	28
CCOC(=O)c1c(-c2cccs2)csc1NC(=O)CN(CC)CC	-35	9
COC(=O)Nc1ccc(Oc2ccccc2)cc1	-1	14
COc1ccccc1N(CC(=O)NC1CCCC1)C(=O)CCC(=O)Nc1cc(C)on1	-16	16
Cc1ccc(-c2ccc(=O)n(CC(=O)Nc3cccc(C(=O)N4CCN(C)CC4)c3)n2)cc1	-3	39
O=C(CSc1nnc2ccccn12)N1CCc2ccccc21	-12	22
CCCN(CCC)c1nc(C#N)nc(N(CCC)CCC)n1	0	6
Cc1nonc1OCCCNc1ccc([N+](=O)[O-])cc1Cl	-2	19
CC(C)(C)c1ncc(S(=O)(=O)c2ccc(C(F)(F)F)cn2)c(N)n1	-14	11
O=C(COc1ccccc1Cl)NC(=O)NC1CCCC1	-3	-5
(listing goes on)
SMILES	OX1R antag-1	OX1R antag-2
COC(=O)CSc1nc(N2CCOCC2)c2c(c1C#N)CCCC2	-34	16
COc1ccccc1N1CCN(C(=O)CNC(=O)c2cn(-c3ccccc3OC)c(=O)c3ccccc23)CC1	-6	8
O=C(CCC1CCCCC1)Nc1c2c(nn1-c1ccc(F)cc1)CS(=O)C2 (centres undefined)	-12	18
COc1ccc(S(=O)(=O)NNC(=O)Nc2ccc(C)cc2)c(OC)c1	-13	17
CC(=O)Nc1cccc(-n2nnc(SCC(N)=O)n2)c1	-6	9
Nc1ccccc1-c1nnc(SCc2ccccc2Cl)[nH]c1=O	-14	5
NNC(=O)CNC(c1ccccc1)c1cc(Br)ccc1NC(=O)CCN1CCOCC1 (centres undefined)	-21	24
O=S(=O)(CC(CN1CCCC1)N1CCCC1)c1ccc2ccccc2c1 (centres undefined)	-12	9
COc1ccc(OC)c(S(=O)(=O)N2CCC(C(=O)N3CCN(Cc4ccccc4)CC3)CC2)c1	-25	7
OC(CNCc1ccccc1C(F)(F)F)C(F)(F)F (centres undefined)	-11	4
CCC(=O)NC(O)C(=O)c1ccc(C)cc1 (centres undefined)	-5	25
CCN1C=CC2=C(C#N)C(N)C(C#N)(C#N)C(c3ccccc3C(F)(F)F)C2C1 (centres undefined)	-9	13
CCOc1ccc(NC(=O)CC2C(=O)NCCN2C(=O)Nc2ccccc2)cc1 (centres undefined)	-8	29
CC(=O)c1ccc(N2CCN(S(=O)(=O)c3ccc4c(c3)CC(C)N4C(=O)C3CC3)CC2)cc1 (centres undefined)	-18	21
O=C(COC(=O)c1cc(=O)c2ccccc2o1)NCC1CCCCC1	-12	18
N=C1c2ccccc2CN1NC(=O)c1cccc(S(=O)(=O)N2CCOCC2)c1	2	4
CC1=NN(C(=O)c2ccc(Cn3nc(C)c([N+](=O)[O-])c3C)cc2)C(O)(C(F)(F)F)C1 (centres undefined)	-37	9
COc1cccc(/C=C/C(=O)OCC(=O)NCCC2=CCCCC2)c1OC	-16	12
COc1cc(/C=C/C(=O)O)cc(S(=O)(=O)Nc2ccc(F)cc2)c1OC	-5	0
CCCC(=O)Nc1cc(C)c2c(=O)oc3ccccc3c2n1	-25	26
Cc1cc(C)n(CC(=O)NNC(=O)COc2ccc(Br)cc2F)n1	3	5
COCCn1nnnc1C(c1cccs1)N1CCN(c2nc3ccccc3s2)CC1 (centres undefined)	-3	4
O=C(c1ccccc1)c1cccn1CC(=O)N1CCN(c2ccccc2)CC1	-36	42
COc1cc(NC(=O)C2CC(=O)N(CCc3ccc(F)cc3)C2)cc(OC)c1OC (centres undefined)	-11	6
Cc1cc(=O)[nH]c(/N=C(\N)Nc2ccc(SC(F)F)cc2)n1	-29	20
Remaining list, next part.
SMILES	OX1R antag-1	OX1R antag-2
COc1ccc(-c2nc(C#N)c(N3CCc4ccccc4C3)o2)cc1OC	-20	7
COc1cccc(/C=N/n2c(CO)nc3ccccc32)c1OC	-10	16
NC(=O)COc1ccc2cc(-c3ccccc3)c(=O)oc2c1	5	16
COc1ccc(NC(=O)C2CCN(c3nnnn3-c3ccccc3)CC2)cc1	-22	11
Nn1c(SCC(=O)N2CCOCC2)nnc1-c1ccccc1Cl	0	0
CC(C)N(Cc1ccccc1)C(=O)CN1C(=O)c2ccccc2C1=O	-24	12
CCn1cc(S(=O)(=O)N2CCN(c3ccc(Cl)cc3)CC2)cn1	-22	0
COC(=O)c1c(C)[nH]c(C)c1-c1cccc([N+](=O)[O-])c1	-2	28
Cc1cccc2c1nc(-c1ccccc1)n1cnnc21	-5	23
CCN(CC)S(=O)(=O)c1ccc(N2CCc3cc(OC)c(OC)cc3C2)nc1	-29	26
Cc1ccc(CNC(=O)C(=O)NCC2OCCN2S(=O)(=O)c2ccc(Cl)cc2)cc1 (centres undefined)	-19	13
COc1cccc(CNC(=O)CCS(=O)(=O)Cc2ccc(C)cc2)c1	-30	5
CN(C)c1cccc2c(/C=N/O)ccc(N(C)C)c12	3	16
CCOc1ccc(NC(=O)CN(C)C(=O)c2cc(S(=O)(=O)N3CCCCC3)ccc2Cl)cc1OCC	-34	5
COc1ccc(OC)c(CN2CCN(C(=O)CNC(=O)c3cc(C)cc(C)c3)CC2)c1	-30	1
CN(C(=O)COC(=O)c1cccc(F)c1)c1ccccc1	-11	1
CCc1ccc(NC(=S)N2CCN(c3cccc(C(F)(F)F)c3)CC2)cc1	-4	7
C[C@@H]1C(=O)OC[C@H]1NC(=O)OCc1ccccc1	12	7
Cc1csc(NC(=S)Nc2cccc(Cl)c2)n1	-2	33
CC(=O)Nc1ccc(S(=O)(=O)Nc2ccc(S(=O)(=O)Nc3nc(C)cc(C)n3)cc2)cc1	1	10
Cc1ccccc1NC(=O)C(C)Sc1nnc(-c2ccncc2)n1CC1CCCO1 (centres undefined)	-8	5
O=C(CNS(=O)(=O)c1ccccc1)NCc1cccnc1	-7	2
COc1nc(OCCNS(=O)(=O)c2ccc(C)cc2)nc(N(C)C)n1	-10	38
COC(=O)c1cc(-c2ccc(Br)cc2)on1	11	10
COc1cc(/C=N/Nc2cccc(C)c2)ccc1OC(=O)c1ccco1	-16	5

Shown with values under each structure: part of the list above
Fields: OX1R antag-1 | OX1R antag-2
- Cc1ccc(-c2ccc(=O)n(CC(=O)Nc3cccc(C(=O)N4CCN(C)CC4)c3)n2)cc1
 : -3 | 39
- O=C(CSc1nnc2ccccn12)N1CCc2ccccc21
 : -12 | 22

More results
SMILES	OX1R antag-1	OX1R antag-2
O=C(O)CCC(=O)Nc1nnc(C(F)(F)F)s1	-13	7
CCC(C(=O)N1CCOCC1)n1nc(C)c2sc3ccccc3c2c1=O (centres undefined)	-19	13
O=C(Cn1nnc2ccccc21)OCC(=O)c1ccccc1	-20	7
Cc1ccc(Cl)cc1NC(=O)COC(=O)C12CC3CC(CC(C3)C1)C2	-17&-22	16&11
N#CC1=C(N)Oc2n[nH]c(-c3ccc(F)cc3)c2C1c1ccncc1 (centres undefined)	-1	51
O=C(CN1CCCCCC1)N1c2ccccc2Sc2ccccc21	-7	21
COc1ccccc1C1CCN(C(=O)c2cccs2)CC1	4	7
Cc1ccc(C(=O)N(CN2CCCC2=O)c2ccc(F)cc2)cc1C	-21	5
COC(=O)CCCC(=O)OC	-25	6
O=C(NCCCn1ccnc1)c1ccccc1Br	-11	2
O=C(COC(=O)C1CCN(S(=O)(=O)c2cccc3cccnc23)CC1)c1ccc([N+](=O)[O-])cc1	2	49
COc1cc(C2CC(=O)N3CN(Cc4ccco4)CSC3=C2C#N)ccc1OCc1ccccc1 (centres undefined)	-11	6
Cc1cc(C(F)(F)F)c(C#N)c(N2CCOCC2)n1	-7	7
CCCCCC(=O)NN=C1CCN(Cc2ccccc2)CC1	-9	12
Cc1ccc(C(=O)N/N=C/c2cccc3ccccc23)cn1	-16	7
CC(=O)Nc1ccc(S(=O)(=O)N(c2cccnc2)S(=O)(=O)c2ccc(NC(C)=O)cc2)cc1	-16	5
CC1CCC(NC(=O)CSc2ccc(S(=O)(=O)N(C)C)cn2)CC1 (centres undefined)	-5	1
C/C=C(\C)c1nnc(NC(=O)C(C)C)s1	-22	45
COc1ccc(C(=O)Nc2oc(-c3ccccc3)c(-c3ccccc3)c2C#N)cc1OC	17	25
O=[N+]([O-])c1ccc(NCCCO)c(C(F)(F)F)c1	0	29
CS(=O)(=O)NCc1nnc(SCC(=O)NC2CCCCC2)n1-c1ccc(F)cc1	-13	-7
CC(=O)c1cccc(NS(=O)(=O)c2c(C(=O)N3CCOCC3)c(C)n(C)c2C)c1	-12	6
CCOc1nc(C)ccc1-c1noc(-c2cccnc2)n1	4	27
Cc1ccc(S(=O)(=O)N(CCO)Cc2ccccc2)cc1	-33	21
Cc1[nH]c2ccccc2c1C(=O)CN1CCC(C(N)=O)(N2CCCCC2)CC1	-4	19

Rewritten bar-delimited: part of the list above
canonical_smiles | OX1R antag-1 | OX1R antag-2
COC(=O)CCCC(=O)OC | -25 | 6
O=C(NCCCn1ccnc1)c1ccccc1Br | -11 | 2
O=C(COC(=O)C1CCN(S(=O)(=O)c2cccc3cccnc23)CC1)c1ccc([N+](=O)[O-])cc1 | 2 | 49
COc1cc(C2CC(=O)N3CN(Cc4ccco4)CSC3=C2C#N)ccc1OCc1ccccc1 (centres undefined) | -11 | 6
Cc1cc(C(F)(F)F)c(C#N)c(N2CCOCC2)n1 | -7 | 7

Complete entries, quoted from the list. Screens in order: OX1R antag-1	OX1R antag-2
Results for `CCC(C(=O)N1CCOCC1)n1nc(C)c2sc3ccccc3c2c1=O` (centres undefined) : -19	13
Results for `Cc1cc(C(F)(F)F)c(C#N)c(N2CCOCC2)n1` : -7	7
Results for `CC(=O)c1cccc(NS(=O)(=O)c2c(C(=O)N3CCOCC3)c(C)n(C)c2C)c1` : -12	6
Results for `CC(=O)Nc1ccc(S(=O)(=O)N(c2cccnc2)S(=O)(=O)c2ccc(NC(C)=O)cc2)cc1` : -16	5
Results for `COc1cc(C2CC(=O)N3CN(Cc4ccco4)CSC3=C2C#N)ccc1OCc1ccccc1` (centres undefined) : -11	6

Fetched by compound from the entries so far, two records:
SMILES	OX1R antag-1	OX1R antag-2
COc1ccc(NC(=O)C2CCN(c3nnnn3-c3ccccc3)CC2)cc1	-22	11
CC(=O)Nc1ccc(S(=O)(=O)Nc2ccc(S(=O)(=O)Nc3nc(C)cc(C)n3)cc2)cc1	1	10

Further entries:
SMILES	OX1R antag-1	OX1R antag-2
CC(/C=N/n1c(-c2cc(C)[nH]n2)n[nH]c1=S)=C\c1ccccc1	-16	10
Cc1cccc(NC(=S)N2CCC(c3nc4ccccc4o3)CC2)c1C	-23	11
CCCCn1cnc2sc3c(c2c1=N)CCCC3	-16	18
CON(C)c1nc(OCCNC(=O)OCc2ccc(Cl)cc2C)nc(N(C)C)n1	-28	38
COc1ccc(N(CC(=O)NCc2cccs2)S(=O)(=O)c2cccnc2)cc1	-29	16
Cc1cccc(NC(=O)CN2CCN(C(=O)c3cncn3-c3ccc(F)cc3)CC2)c1C	-25	-2
O=C(Cc1cccc(F)c1)Nc1ccc2c(c1)CCC2	-8	9
CC1CC(C)CN(CCCNC(=O)c2nn(C)c3c2CS(=O)(=O)c2ccccc2-3)C1 (centres undefined)	-17	9
O=C(CCN1C(=O)CSC1=O)Nc1ccc(Br)cc1	-12	8
CCOC(=O)N1CCN(S(=O)(=O)c2cccc3nonc23)CC1	-18	51
COc1nc(C)cc(C)c1S(=O)(=O)c1ccccc1	-10	13
Cc1c(Br)c([N+](=O)[O-])nn1C(C)C(=O)Nc1nccs1 (centres undefined)	-9	10
Cc1ccc(CNC(=O)Cn2nnc(C(=O)Nc3cccc(C)c3C)c2N)cc1	-6	21
N#CCCn1cc(/C=C2\NC(=S)N(c3ccccc3)C2=O)c(-c2ccc(-c3ccccc3)cc2)n1	0	6
O=C(NC1CCCCC1)N(CCN1CCOCC1)Cc1cc2cc3c(cc2[nH]c1=O)OCCO3	-23	9
C=CCn1c(SCCOc2ccccc2)nnc1C(C)NC(=O)c1ccccc1 (centres undefined)	-30	12
O=C(N/N=C/c1ccc(N2CCCCC2)o1)C(O)(c1ccccc1)c1ccccc1	-17	12
